GSK3 alpha inh = inhibitors of human GSK-3 alpha kinase. actives 0.1% (n = 320,000). ADP-Glo luminescence, 60 min. inhibition, % at 10 µM;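 in the data active means inhibition above about 50%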;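 further: GST-tagged GSK-3 alpha with peptide substrate and 25 µM ATP; 0% = DMSO neutral wells and 100% = GW8510 positive control wells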
Target sequence (P49840 whole entry, looked up): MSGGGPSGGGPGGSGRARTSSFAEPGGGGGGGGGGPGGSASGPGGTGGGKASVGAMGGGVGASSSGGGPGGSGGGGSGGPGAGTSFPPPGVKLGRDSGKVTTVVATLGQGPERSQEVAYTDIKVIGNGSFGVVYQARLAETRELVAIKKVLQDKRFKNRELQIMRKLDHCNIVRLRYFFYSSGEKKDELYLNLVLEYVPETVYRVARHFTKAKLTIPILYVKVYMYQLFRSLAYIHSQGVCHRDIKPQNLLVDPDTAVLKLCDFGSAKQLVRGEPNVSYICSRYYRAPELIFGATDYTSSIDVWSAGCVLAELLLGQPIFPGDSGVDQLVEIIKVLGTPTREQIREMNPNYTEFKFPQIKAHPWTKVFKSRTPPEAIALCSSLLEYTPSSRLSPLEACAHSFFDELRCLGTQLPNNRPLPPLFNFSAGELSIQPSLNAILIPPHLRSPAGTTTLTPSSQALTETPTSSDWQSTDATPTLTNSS
* marks the source's active call; other numbers are inactive results.

SMILES | GSK3 alpha inh
C[C@@H]1CC[C@]2(C(=O)O[C@@H]3O[C@H](CO)[C@@H](O)[C@H](O)[C@H]3O)CC[C@]3(C)C(=CCC4[C@@]5(C)CC[C@H](O[C@@H]6OC[C@H](O)[C@H](O[C@@H]7O[C@H](CO)[C@@H](O)[C@H](O)[C@H]7O)[C@H]6O)C(C)(C)C5CC[C@]43C)C2[C@]1(C)O (stereo partly drawn) | -3
COc1ccc(CCNC(=O)COC(=O)c2cncc(Br)c2)cc1OC | 2
O=S(=O)(NCCCCCNS(=O)(=O)c1c(F)cccc1F)c1ccc2c(c1)OCCO2 | -2
O=C(NN=C(c1ccccc1)c1ccccc1)C(CCl)C1CCCCC1 (stereo not drawn) | -2
O=C(CN1C(=O)NC2(CCCCCCC2)C1=O)Nc1ccc(Cl)cc1 | 2
COc1ccc(S(=O)(=O)Nc2ccc3c(c2)C(=O)N([C@H](C)CO)C[C@H](C)[C@@H](CN(C)C(=O)Nc2ccc(C(F)(F)F)cc2)O3)cc1 | -1
Cc1noc(C)c1NC(=O)Nc1ccc2c(c1)C(=O)N([C@H](C)CO)C[C@H](C)[C@H](CN(C)C)O2 | -2
CCCc1cc(=O)[nH]c(SCC(=O)Nc2ccc(S(=O)(=O)N3CCCC3)cc2)n1 | -4
COc1ccc(C(C)(C)C)cc1NC(=O)C1=CC=CN2CCS(=O)(=O)N=C12 | 0
O=C(c1cccc(S(=O)(=O)N2CCc3ccccc32)c1)N1CCOCC1 | -5
Cc1cc(C)c(C(=O)COC(=O)c2nn(C)c(=O)c3ccccc23)cc1C | -3
O=C(CCNC(=O)c1ccc(Br)cc1)NNC(=O)COc1ccccc1F | -1
N#Cc1ccc(NCC(=O)Nc2ccc(S(=O)(=O)N3CCCCC3)cc2)cc1 | -5
CC1CCCC(C)N1C(=O)COc1cccc(Oc2ccccc2)c1 (stereo not drawn) | -7
COc1cc(NC(=O)[C@@H]2CCCN2S(=O)(=O)c2cccc3cccnc23)cc(OC)c1OC | -5
C#CCOCCOCCOCCNc1nc(N2CCN(C(=O)[C@H]([C@@H](C)CC)n3cc(CCCCN)nn3)CC2)nc(N2CCN(C(=O)[C@H](C)n3cc(CCCN=C(N)N)nn3)CC2)n1 | 4
COc1ccccc1NS(=O)(=O)c1cc(NC(=O)C2=NNC(=O)CC2)ccc1C | 2
COC(=O)CN1C(=O)[C@H]2[C@@H](/C=C/c3ccccc3)N3C(=O)CN(Cc4ccc(-c5ccccc5)cc4)C(=O)[C@@]3(C)[C@H]2C1=O | -2
O=C(Cc1ccc(Cl)cc1)OCC(=O)c1ccc[nH]1 | -2
COC(=O)N[C@@H]1C[C@H]2[C@@H]3CC[C@H]4C[C@@H](OC)CC[C@]4(C)[C@H]3CC[C@@]12C | 0
COc1cccc([C@@H]2CC=C(C(=O)O)[C@H](c3ccc(F)cc3)N2S(=O)(=O)c2ccc(C)cc2)c1 | -4
CC1Cc2ccccc2N1C(=O)CN(C)CC(=O)Nc1cccc(F)c1 (stereo not drawn) | -1
Cc1ccc2c(c1)NC(=O)[C@@]1(C)[C@@H](c3ccccc3)[C@H]3COc4ccc(Cl)cc4[C@@H]3N1C2=O | -3
CCCCN1C(=N)N([C@@H](CCC)CN2CCC[C@H]2CN2C(N)=NC[C@@H]2Cc2ccccc2)C[C@H]1Cc1ccccc1 | 9
O=C(N[C@H]1CCC(=O)N(CCSc2ccc(Br)cc2)CC1)OCc1ccccc1 | -1
C[C@H]1CN([C@@H](C)CO)C(=O)Cc2cc(NC(=O)C3CC3)ccc2O[C@H]1CN(C)Cc1ccc(C(=O)O)cc1 | 1
O=C(COC(=O)c1ccc(Cl)nc1)NCCc1ccccc1 | -1
COc1ccc(C(=O)Nc2ccc(Br)cn2)cc1S(=O)(=O)N1CCOCC1 | 0
CCCn1c(SCC(=O)NCC(=O)Nc2ccc(F)c(F)c2F)nc2ccccc2c1=O | -2
Cc1ccc(S(=O)(=O)N2CCN(C(=O)CN3C(=O)c4ccccc4C3=O)CC2)c(C)c1 | -2
Cc1cc(=O)[nH]c(SCC(=O)Nc2ccc(N3CCCCC3)cc2)n1 | 2
NC(=O)C1CCN(C(=O)c2ccc(NS(=O)(=O)c3ccc(F)cc3)cc2)CC1 | -2
CC(=O)c1ccc(NC(=O)COC(=O)C2CC3C=CC2C3)cc1 (stereo not drawn) | 0
CC(OC(=O)C1CC1)C(=O)Nc1ncc(Cl)cc1Cl (stereo not drawn) | 0
CCN(CC)c1ccc(N)cc1 | -2
CSc1ccccc1NC(=O)COC(=O)CCC(=O)c1ccc(F)cc1 | -1
N#Cc1ccc(OCC(=O)OCC(=O)NC2CC2)cc1 | 0
COc1ccc(S(=O)(=O)N2CCOCC2)cc1C(=O)NCC(c1ccco1)N1CCCC1 (stereo not drawn) | -2
O=C1C=C(c2cccc(Cl)c2O)C[C@@H](c2ccc(F)cc2)C1 | -6
COc1ccc([C@@H]2CC=C(C(=O)O)[C@H](c3cccc(Cl)c3)N2S(=O)(=O)c2ccccc2C)cc1 | -3
COc1ccc(OC)c(C(=O)CN2C(=O)C(=O)N(C3CCCC3)C2=O)c1 | -3
CC1(C)O[C@H]2CC(=O)OC[C@]23[C@H]2CC[C@@]4(C)[C@H](c5ccoc5)OC(=O)[C@H]5O[C@]54[C@]2(C)[C@@H](O)C[C@@H]13 | 3
CC(=O)Nc1ccc(N)cc1 | -1
Cc1nc(Cc2nnc(SCC(=O)N3CC(=O)Nc4ccccc43)o2)cs1 | 2
CCc1ccccc1NC(=O)CN1CCN(C(=O)CNC(=O)c2ccccc2F)CC1 | 0
O=C(NCCC(=O)N(Cc1ccco1)Cc1cccs1)c1ccccc1Cl | 0
CCOC(=O)C1=C(CC)Nc2ccccc2N/C1=N\S(=O)(=O)c1ccccc1F | 2
COc1cc(C(=O)OCC(=O)NC2CC2)ccc1OCCC(C)C | 1
CCOc1ccccc1OCC(=O)Nc1c(C)n(C)n(-c2ccccc2)c1=O | 1
COc1ccccc1NC(=O)c1ccc(NC(=O)COC(=O)c2ccc(O)cc2)cc1 | 2
CCOC(=O)c1ccc(N2C(=O)C3CCOc4ccccc4C32)cc1 (stereo not drawn) | 2
C[C@]12CC[C@H](O)CC1=CCC1C2CC[C@@]2(C)C1CC[C@@H]2NC(=O)[C@@H](N)Cc1ccccc1 (stereo partly drawn) | -1
COc1ccc(NC(=O)c2cc(-c3ccncc3)nc3ccccc23)c(OC)c1 | 1
C[C@H]1CN([C@@H](C)CO)C(=O)Cc2cc(NC(=O)Cc3ccccc3)ccc2O[C@H]1CN(C)C(=O)Nc1cccc2ccccc12 | -2
Nc1c(N(Cc2ccccc2)C(=O)COc2ccc(F)cc2Cl)c(=O)[nH]c(=O)n1Cc1ccccc1 | 1
CN(C)/N=C1\C(=O)N(CN2CCN(c3ccccc3)CC2)c2ccccc21 | -3
Cc1ccc(CN(C)C(=O)COc2ccc(S(=O)(=O)N3CCCC3)cc2[N+](=O)[O-])c(C)c1 | -3
CCC(C)c1ccc(NC(=O)COC(=O)CCNS(=O)(=O)c2cccs2)cc1 (stereo not drawn) | -1
C=CCn1c(SCC(=O)Nc2ccc(NC(C)=O)cc2)nc2sc(C)c(C)c2c1=O | -2
Cc1ccc(S(C)(=O)=O)cc1C(=O)Nc1ccc(S(=O)(=O)Nc2nccs2)cc1 | -4

(cont.)
SMILES | GSK3 alpha inh
CCOC(=O)N1CCN(C(=O)CNC(=O)c2ccc(Cl)cc2Cl)CC1 | 2
COc1ccc(CNC(=O)CN2CCN(S(=O)(=O)c3ccccc3)CC2)cc1 | 3
O=C1c2c(O)cccc2Cc2cccc(O)c21 | -1
Cc1nc2ccc(NS(=O)(=O)c3ccccc3Cl)cc2s1 | -3
CC1CCC2(CC1)NC(=O)N(CC(=O)Nc1ccc(C(N)=O)cc1)C2=O (stereo not drawn) | 1
COc1cccc(CNC(=O)COC(=O)/C=C/c2ccc(SC)cc2)c1 | 1
CC(C)Sc1nnc(SCC(=O)N(C)C2CCS(=O)(=O)C2)s1 (stereo not drawn) | -5
Cc1ccc(C(=O)COC(=O)c2cccc([N+](=O)[O-])c2)s1 | -5
O=C(COC(=O)/C=C/c1ccc([N+](=O)[O-])cc1)NCC1CCCCC1 | -3
COC(=O)[C@]1(C)CCC[C@@]2(C)C3CC[C@]4(OC(C)=O)C[C@@]3(CCC21)CC4=NO (stereo partly drawn) | 3
CC(C)(C)N(Cc1ccccc1)C(=O)CN1C(=O)NC2(CCCCCC2)C1=O | -1
O=C(NCC(=O)N1CCCC(C(F)(F)F)C1)c1ccco1 (stereo not drawn) | 0
COc1ccc(NC(=O)CON=CC(=O)Nc2ccc(C)cc2)c(OC)c1 | 1
C[C@H]1CN([C@@H](C)CO)C(=O)c2cccc(NC(=O)C3CC3)c2O[C@H]1CN(C)Cc1ccc(-c2ccccc2)cc1 | 2
CCOc1ccc(NC(=O)COC(=O)CN2CCCCCC2=O)cc1 | -4
Cc1ccc(NC(=O)COC(=O)c2cccnc2Cl)cc1S(=O)(=O)N1CCOCC1 | -1
CC(NC(=O)c1ccccc1)C(=O)OCC(=O)c1c(N)n(C)c(=O)n(C)c1=O (stereo not drawn) | 0
Cc1ccc(NC(=O)C2=COCCO2)cc1S(=O)(=O)N1CCOCC1 | 0
CN(C)CCCNc1cc(O)c2ncccc2c1 | 0
O=C(NNC(=O)c1ccc(Cl)nc1)c1ccncc1 | -2
O=C(Cn1c(=O)cnc2ccccc21)NNC(=O)c1ccccc1Cl | -4
O=C(Cn1cc(Br)ccc1=O)Nc1ccc2c(c1)OCO2 | -4
COc1ccc(CN(C)C(=O)Cn2cnc3c(OCc4ccccc4)ncnc32)cc1OC | -2
COc1ccc(NC(=O)Nc2cccc3c2O[C@H](CN(C)S(=O)(=O)c2c(C)noc2C)[C@@H](C)CN([C@H](C)CO)C3=O)cc1 | -1
Cc1cc(C)n2nc(SC(C)C(=O)Nc3ccccc3F)nc2n1 (stereo not drawn) | -2
C[C@@H]1COC(=O)[C@@H](Cc2ccc(F)cc2)C/C=C\C[C@@H](CC(=O)NCCO)C(=O)N1 | -2
O=C(COC(=O)c1cccnc1Cl)Nc1cc(S(=O)(=O)N2CCOCC2)ccc1Cl | 4
Cc1c(Cl)cnc(NC(=O)COC(=O)CNC(=O)c2ccccc2)c1Cl | -9
CN(CCOc1ccc(Cl)cc1)C(=O)c1cc(S(=O)(=O)N2CCOCC2)ccc1N1CCCC1 | 1
O=c1ccc2ccc(O[C@@H]3O[C@H](CO)[C@@H](O)[C@H](O)[C@H]3O)c(O)c2o1 | -3
CC1CCN(C(=S)NC(=O)c2ccc(F)cc2)CC1 | 2
CON(C)S(=O)(=O)c1cccc(C(=O)N(CC(=O)Nc2ccccc2C(F)(F)F)Cc2ccco2)c1 | 9
CC(=NNC(=O)COc1cccc(C)c1)c1cccnc1 | -1
O=c1c(-c2c(O)cc(O)c3c2O[C@H](c2ccc(O)cc2)CC3)c(-c2ccc(O)cc2)oc2cc(O)cc(O)c12 | 1
CN(C)C(=O)OCc1c(-c2ccccc2)ncc2ccccc12 | 0
CC1=C(C)CC2C(C1)C(=O)c1ccc(Br)cc1S2(=O)=O (stereo not drawn) | -2
Cc1cccc(NC(=O)COC(=O)c2cccc(S(=O)(=O)N3CCCCCC3)c2)c1 | -1
CC(C)CC1NC(=O)N(CC(=O)Nc2cc(S(=O)(=O)N3CCOCC3)ccc2Cl)C1=O (stereo not drawn) | -4
C[C@H](CO)N1C[C@H](C)[C@@H](CN(C)S(=O)(=O)c2cccs2)Oc2ccc(NS(=O)(=O)c3ccc(F)cc3)cc2C1=O | 1
O=C(COC(=O)c1ccc(OC(F)F)cc1)NCCC1=CCCCC1 | -4
CCCCCCSc1ccc([C@@H]2[C@@H]3C(=O)N(CC)C(=O)[C@@H]3[C@]3(C(=O)OC)CCCCN23)cc1 | 0
COc1ccc(CCNC(=O)CSc2nc3[nH]c(=O)cc(O)c3s2)cc1 | -1
CC(=O)Nc1sc2c(c1-c1nc3ccccc3s1)CN(C(C)C)CC2 | -1
CC(=O)Nc1ccc(/C=C(\C#N)S(=O)(=O)c2ccc(C)cc2)cc1 | 4
O=C(CNC(=O)c1ccco1)NCc1ccc2c(c1)OCO2 | -5
CCCCNc1c(-c2ccc(OC)c(SC(C)CC)c2)nc2ccc(C)cn12 (stereo not drawn) | 3
O=C(CSc1nc2ccccc2c(=O)n1-c1ccc(F)cc1)NC1CC1 | -1
COc1cccc(/C=C/C(=O)NNC(=O)c2ccco2)c1OC | -1
CCC(C)N(C(=O)CSc1nc(C)nc2ccccc12)C1CCS(=O)(=O)C1 (stereo not drawn) | -4
C=CCC[C@@H](Cc1ccc(F)cc1)C(=O)OC[C@@H](C)NC(=O)[C@@H](CC=C)CC(=O)N[C@H](CO)Cc1ccccc1 | 0
Cc1ccc(S(=O)(=O)Nc2cccc(Cl)c2)cc1NC(=O)C1CC1 | -2

The list is partial (hit frequency here may not be typical).
